Hck-Nef inh: blocks Nef-activated human Hck kinase | P08631 | Recombinant Hck-YEEI plus Nef, Z-Lyte FRET kinase assay | inhibition, % at 20 µM | hit rate 0.68% among 220,000;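 active = Hck-Nef kinase inhibition above about 50%, limit read from the data; inactive = inhibition below that limit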;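 note: 0% = DMSO with Hck plus Nef and 100% = Hck alone without Nef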
PERK inhibitor: human PERK inhibition, primary cell-based screen | CHO PERK-DD fusion, SEAP luminescence translation reporter | inhibition, % at 5.6 µM | hit rate 0.17% among 220,000 | AID 1416;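 active = inhibition above the mean inhibition of all tested compounds plus 3 SD, set separately per screening campaign, cut at about 2.9% in these data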;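 note: PERK kinase domain activated by AP20187 dimerizer at 100 nM; 0% = DMSO with dimerizer and 100% = rapamycin at 8.4 µM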
Target sequence (Q9NZJ5 whole entry, looked up, the tested form may be a part): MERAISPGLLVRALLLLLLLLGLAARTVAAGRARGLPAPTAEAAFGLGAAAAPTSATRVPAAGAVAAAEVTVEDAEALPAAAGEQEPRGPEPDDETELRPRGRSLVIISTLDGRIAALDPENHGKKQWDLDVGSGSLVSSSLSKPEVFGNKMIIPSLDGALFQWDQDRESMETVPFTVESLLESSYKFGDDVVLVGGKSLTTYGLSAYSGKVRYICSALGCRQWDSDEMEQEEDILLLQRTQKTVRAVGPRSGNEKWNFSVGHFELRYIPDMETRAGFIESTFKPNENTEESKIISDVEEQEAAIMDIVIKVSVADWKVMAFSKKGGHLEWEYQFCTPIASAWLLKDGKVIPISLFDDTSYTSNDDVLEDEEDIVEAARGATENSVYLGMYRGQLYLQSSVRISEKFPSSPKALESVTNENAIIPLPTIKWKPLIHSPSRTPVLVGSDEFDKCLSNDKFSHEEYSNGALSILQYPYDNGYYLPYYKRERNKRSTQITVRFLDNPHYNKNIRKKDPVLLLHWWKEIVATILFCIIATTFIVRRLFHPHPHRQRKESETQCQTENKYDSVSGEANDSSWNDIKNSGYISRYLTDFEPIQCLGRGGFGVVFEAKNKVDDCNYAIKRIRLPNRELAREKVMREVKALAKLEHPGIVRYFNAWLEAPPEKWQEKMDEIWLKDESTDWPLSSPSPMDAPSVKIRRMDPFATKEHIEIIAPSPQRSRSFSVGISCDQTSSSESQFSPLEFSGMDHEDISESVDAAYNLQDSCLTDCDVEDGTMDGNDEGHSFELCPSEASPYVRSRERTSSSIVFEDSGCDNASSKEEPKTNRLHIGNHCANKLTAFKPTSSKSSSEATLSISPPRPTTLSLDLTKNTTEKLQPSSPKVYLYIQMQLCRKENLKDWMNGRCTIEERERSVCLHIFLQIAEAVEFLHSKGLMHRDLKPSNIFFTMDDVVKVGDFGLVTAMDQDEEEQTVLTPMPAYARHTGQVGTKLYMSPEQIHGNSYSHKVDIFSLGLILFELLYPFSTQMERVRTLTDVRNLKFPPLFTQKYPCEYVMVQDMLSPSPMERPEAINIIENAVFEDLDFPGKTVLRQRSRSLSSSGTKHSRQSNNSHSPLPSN
Runt-SMMHC FRET: blocks binding of human RUNX1 Runt domain to CBFb-SMMHC | Q01196+Q13951 | Cerulean-Runt/Venus-CBFb-SMMHC FRET ratio 530/480, 1 h | inhibition, % at 20 µM | hit rate 0.74% among 220,000;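 active = mean inhibition across duplicate retests at 20 µM reaching about 50%, limit read from the data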;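 note: 0% = DMSO wells and 100% = wells with excess untagged CBFb-SMMHC; inhibitors lower the FRET ratio by blocking Runt binding to CBFb-SMMHC; some results filed as inactive read as strong as hits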
zVAD death inh: blocks zVAD induced death of L929 cells. L929 zVAD necroptosis rescue, ATP luminescence, 24 h; with zVAD 60 µM. viability rescue, % at 10 µM. hit rate 0.38% among 220,000. AID 1377;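 active = activation, scaled between plate controls, above about 75%, limit read from the data; inactive = activation under that limit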;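 note: 0% = zVAD with DMSO and 100% = DMSO alone without zVAD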
PGE2 EP2 inh: EP2 receptor (human) inhibition; P43116; C6 glioma cells expressing human EP2, cAMP TR-FRET; cells stimulated with saturating PGE2; inhibition, % at 25 µM; hit rate 0.52% among 260,000;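 active = percent inhibition above 40 after rounding to a whole number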;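 note: rat C6 glioma host cells with rolipram phosphodiesterase inhibitor present; the protocol text gives 20 µM as final concentration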
RBBP9 inhibitor: blocks human serine hydrolase RBBP9 | O75884 | recombinant RBBP9, FP-Rh probe fluorescence polarization | inhibition, % at 7.94 µM | hit rate 0.2% among 220,000 | AID 1515;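 active = inhibition above the campaign mean of all tested compounds plus 3 SD, cut at about 14% in these data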;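 note: plate controls were DMSO wells with RBBP9 for no effect and wells lacking RBBP9 protein for full effect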
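system = RBBP9 protein | input = RBBP9 at 2.5 µM in dispensed solution, before mixing | measured by = fluorescence polarization (mP), excitation 525 nm, emission 598 nm | incubation = enzyme-compound preincubation 30 min, then probe labeling 45 min, 25 °C | buffer or medium = Tris-NaCl-Pluronic buffer, pH 8.0 | compound = single dose 7.94 µM | also added = FP-Rh probe, 375 nM dispensing solution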
EP2 modulator: EP2 receptor (human) modulation. P43116. EP2-expressing cells, cAMP HTRF FRET, PGE2 co-stimulation. induction, % at 25 µM. hit rate 0.83% among 260,000;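 active = compounds whose cAMP rise, as percent of the full-agonist control response, exceeds 60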;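 note: rat C6 glioma line stably carrying human EP2 under a CMV promoter; the protocol text gives 20 µM as final concentration; 100% = response of wells given 1 µM PGE2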
TNF death inh: TNF-alpha cell death inhibition in Jurkat FADD-/- cells. Jurkat FADD-/- TNF necroptosis rescue, ATP luminescence, 24 h; 0 = TNF only, 100 = no-TNF cells. activation (protection from cell death), % at 10 µM. hit rate 0.068% among 220,000. AID 463075;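 active = activation, meaning protection from cell death, of at least 50% relative to plate controls; inactive = activation below 50%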;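 note: necroptosis triggered by 40 ng/mL TNF-alpha added together with compound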
Runt-CBFb FRET: inhibitors of human RUNX1 Runt domain binding to CBFb. inhibition, % at 20 µM. Cerulean-Runt/Venus-CBFb FRET ratio 530/480, 1 h. hit rate 0.46% among 220,000. Q01196+Q13951;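 active = inhibition over about 50% at 20 µM in the single-dose screen, limit read from the data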;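 note: 0% = DMSO wells and 100% = excess unlabeled CBFb competitor control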
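Measured by: fluorescence energy transfer, 422 nm excitation, 530/480 nm emission; Assay system: Cerulean-Runt domain; Medium: Tris pH 7.5 buffer with BSA; Measure: loss of energy transfer signal; Controls: 5 µM unlabeled CBFb as full-inhibition high control; Incubation: protein complex preformed 1 h, compound exposure 1 h, room temperature, dark.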
Numbers without * were called inactive; . = no result given; & = joins results of further samples. A portion of the library; the hit share may differ from the screen's.

SMILES	Hck-Nef inh	PERK inhibitor	Runt-SMMHC FRET	zVAD death inh	PGE2 EP2 inh	RBBP9 inhibitor	EP2 modulator	TNF death inh	Runt-CBFb FRET
COc1cc(CNCCc2ccc(S(N)(=O)=O)cc2)ccc1OCC(=O)N1CCCCC1	3	1.1	3	-0.7	2	-3	8	0.1	2
C=CCn1c(SCC(=O)NCCCC)nc2scc(-c3ccco3)c2c1=O	1	-0.1	-14	1.0	18	-5	-2	1.4	-6
COc1ccc2c(C)cc(SCC(=O)Nc3c(C)n(C)n(-c4ccccc4)c3=O)nc2c1	-1	-1.1	6	0.1	8	-2	15	1.3	1
Cc1noc(C)c1NC(=O)NCCN1CCN(Cc2ccccc2)CC1	1	0.8	3	1.1	15	1	-2	-0.2	-2
CCOC(=O)NC(=S)Nc1ccc(C(C)(C)C)cc1	11	1.1	-1	0.4	2	-12	-23	1.3	0
COc1ccc(-c2csc(-c3cc4ccccc4oc3=N)n2)cc1	2	0.6	-137	1.1	10	3	16	0.0	-79
CC(=O)Oc1ccc(S(=O)(=O)c2ccc(OC(C)=O)cc2)cc1	22	1.6	0	2.1	6	1	38	-1.0	2
Cc1ccc(S(=O)(=O)C2(C(=O)Nc3ccc4c(c3)OCO4)CC2)cc1	-4	0.0	-1	1.4	10	-7	3	1.8	0
O=c1cc(O)c2sc(Nc3ccc(Cl)c(F)c3)nc2[nH]1	35	0.8	-8	0.3	6	5	6	-0.3	46
O=C(CCNS(=O)(=O)c1ccc(Br)s1)Nc1ccc(Cl)cc1	-2	-0.3	-6	0.4	9	6	-15	3.2	-3
Cc1ccc(-n2c(Cc3ccccc3)nnc2SCC(=O)NNC(=O)Cc2ccccc2)cc1	0	1.5	-3	-0.2	6	-8	18	-3.3	-1
Cn1c(=O)c(NC(=O)c2ccccc2)c2n(c1=S)CCCCC2	0	-1.8	2	-0.3	8	-10	13	-1.1	-2
O=C(NC(=S)NCCN1CCOCC1)c1cccc(Cl)c1	0	0.5	-2	0.9	5	2	-21	-1.2	-2
C#Cc1ccc([C@@H]2C=C(C(=O)NCc3ccccc3)O[C@H](OCc3ccc(CO)cc3)C2)cc1	20	0.9	-9	0.1	.	-9	-14	3.4	-7
Nc1c(C(=O)OCC2CCCO2)c2nc3ccccc3nc2n1C1CCCC1 (stereo not given)	21	-1.2	85*	48	6	-4	.	-0.4	33
NC(=O)CN1CCN(S(=O)(=O)c2ccc(Br)cc2)CC1	31	0.8	1	0.0	9	-2	2	-0.2	0
CC1CCc2cc(F)ccc2N1C(=O)c1cccs1 (stereo not given)	-11	0.4	-10	0.7	4	-6	47	-0.5	0
Cc1cc2c(c(SCC(=O)NCCc3ccccc3)n1)C(=O)OC2	0	0.5	0	0.2	1	-8	-2	0.0	-2
Cc1ccc(C)c(N(CC(=O)Nc2ccccc2C(=O)NCc2ccco2)S(=O)(=O)c2ccccc2)c1	2	-0.6	1	0.1	9	-16	-1	-4.8	0
CC(=O)Nc1ccc2nc(NC(=O)c3cccs3)sc2c1	24	1.2	0	-1.3	4	-1	14	-1.9	1
COc1ccc(-c2c(C#N)c(C)nc3c2C(=O)c2ccccc2-3)cc1	2	-0.5	-27	0.4	31	-2	13	0.2	-6
O=C(O)c1cccc(NC(=O)c2cccc(S(=O)(=O)N3CCc4ccccc4C3)c2)c1	17	0.7	2	11	3	-4	5	0.6	-1
CCc1sc(C(=O)Nc2cccc(C(C)=O)c2)cc1C	-2	-0.1	5	44	9	-12	5	1.0	-1
COc1ccc(CCNC(=O)c2cc(-c3ccncc3)nc3c(Cl)cccc23)cc1OC	0	1.1	4	1.6	6	-6	-27	1.1	-8
Cc1cc2ccccc2nc1SCC(=O)N1c2ccccc2CC1C (stereo not given)	-21	1.9	0	2.2	22	14*	31	2.5	-3
O=C(C/C=N\OCc1ccc(Cl)cc1Cl)Nc1ccccc1	-5	1.0	0	0.6	1	-2	-45	-0.2	-1
Cc1c(-c2ccc(F)cc2)nc(N)c(C#N)c1-c1cccnc1	2	-2.1	1	-0.2	7	-1	-27	0.5	-1
COc1cc(C(=O)OCCCN2CCOCC2)ccc1O	16	0.7	5	0.2	2	1	26	0.8	0
CC(NC(=O)C(Cc1ccccc1)NC(=O)c1ccccc1)C(=O)O (stereo not given)	-3	0.5	3	0.2	4	-3	-11	-2.8	-3
O=C(c1cccc([N+](=O)[O-])c1)c1ccc2c(c1)OCCOCCOCCO2	-5	0.2	2	1.8	9	-9	4	1.2	-2
CC(C)CSc1nc2ccccc2n1CC(=O)O	18	0.6	.	0.7	6	-3	8	0.9	.
Cc1cc(=O)oc2c1c(C)nn2-c1nn[nH]n1	1	1.0	8	-0.1	7	-1	7	0.0	-7
Cc1c(N)cc(C(=O)N2CCOCC2)cc1[N+](=O)[O-]	5	1.3	4	-0.1	6	-3	19	0.1	1
O=C(OCC#CCSc1nc2ccccc2s1)c1ccco1	9	-0.3	-2	-0.5	6	-7	3	-2.0	0
CN1C(=O)CSc2ccc(NC(=O)N3CCN(c4ccccn4)CC3)cc21	4	-0.5	-6	2.4	6	-6	13	-3.4	-1
COc1ccc(CN(Cc2cccn2C)S(=O)(=O)c2ccccc2)cc1	18	-1.8	-1	-0.4	14	-8	69*	2.8	-2
CCN1CCN(c2nc3ccccc3n3cnnc23)CC1	24	0.2	0	0.1	9	-2	-7	-0.7	2
CSCCC(NC(=O)/C(=C/c1ccc2c(c1)OCO2)NC(=O)c1cccc([N+](=O)[O-])c1)C(=O)O (stereo not given)	2	2.2	5	0.1	5	3	24	0.7	-2
O=c1c2cc(NC(=S)NC3CCCC3)ccc2nc2n1CCCCC2	4	0.1	0	6.2	12	-8	-39	0.6	2
O=c1c2c3c(sc2n2cnnc2n1-c1ccccc1)N(Cc1ccccc1)CCC3	4	1.6	10	-0.1	6	-4	-7	-2.4	4
CCC1=C(OC(=O)N(CC)CC)N2C(=O)OC(=NCC3CC3)[C@]2(C)[C@H]2C1=CC[C@H]1C(=O)NC(=O)[C@H]12	22	.	-4	-0.9	19	.	15	0.4	-1
Cc1ccc(C(=O)COC(=O)c2cn(-c3ccccc3)nc2-c2ccccc2)cc1[N+](=O)[O-]	2	1.5	2	1.2	9	2	19	3.0	2
CSc1nc2c(cc1C#N)CCC2	18	2.6	0	0.0	7	-6	15	-0.3	1
COc1ccc(S(=O)(=O)N(C)CC(=O)Nc2ccc(C(F)(F)F)cc2)cc1Cl	-4	0.2	6	0.4	6	5	-45	-0.6	0
S=C(N/N=C/c1ccccc1Cl)Nc1ccccc1	1	2.7	3	-0.3	2	-2	10	-3.2	2
N#CC(=C=[N-])c1nc2ccccc2nc1-[n+]1ccccc1	-2&6	0.1&1.2	-1&-12	0.4&-0.5	20&11	-10&1	-43&-25	-8.0&-6.8	-4&-6
Cc1cc(C)n(-c2cccc(CN3CCC(CO)(Cc4ccccc4)CC3)c2)n1	4	0.3	0	-0.8	4	-6	-6	1.5	0
COc1ccc2nc(NC(=O)CSc3nc(C)cc(=O)[nH]3)sc2c1	4	0.8	4	1.0	9	0	0	-0.2	1
CN1CCC(=NNC(=O)C(=O)NC(C)(C)C)CC1	-2	0.8	-3	0.1	10	-2	0	0.7	-1
C=CCn1c(SCC(=O)O)nc2sc(CC)cc2c1=O	21	1.3	-4	2.9	2	5	24	0.3	-1
O=C(NC1CCCCCCC1)c1cc(F)c(F)cc1Cl	-5	0.3	-4	0.5	3	-1	-7	2.8	1
CC(/C=C/c1ccc(OCc2ccccc2)cc1)=N\O	4	0.4	5	2.9	9	-3	4	0.2	0
COc1ccc(CC(=O)N[C@@H](CCSC)c2nc3ccccc3[nH]2)cc1	10	0.0	0	1.4	8	-9	8	2.1	0
N#Cc1ccc(NC(=O)Nc2ccc(Cl)cc2)cc1	1	0.5	2	70	16	-16	-19	-7.7	-1
COc1ccc(Nc2nc(C)c3ccccc3n2)cc1	1	-0.2	0	1.1	6&14	-3	-6&-21	0.1	-2
CCN(CC)CCN1C(=O)C(=O)/C(=C(/O)c2cnn(-c3ccccc3)c2C)C1c1cccs1 (stereo not given)	1	-0.7	-6	1.1	8	2	2	0.0	-3
O=C1CSC(c2ccccn2)N1c1ccc(Cl)c(Cl)c1 (stereo not given)	0	-0.1	4	0.5	4	4	-9	0.1	-1
Cc1ccc(-n2cc(CN3CCN(Cc4nccn4C)CC3)c(-c3ccc(F)cc3)n2)cc1	17	0.3	-1	-0.1	7	1	-5	3.3	-4
COC(=O)c1ccc(NC2=C(Cl)C(=O)OC2OC(=O)c2ccccc2)cc1 (stereo not given)	35	0.5	-5	7.0	5	2	4	-1.7	10
COCCNc1nnnc2c1sc1nc(N3CCOCC3)c3c(c12)CC(C)(C)OC3	9	-0.4	0	1.0	3	-9	-1	-1.2	-1

Complete entries as entered above. Order of values: Hck-Nef inh, PERK inhibitor, Runt-SMMHC FRET, zVAD death inh, PGE2 EP2 inh, RBBP9 inhibitor, EP2 modulator, TNF death inh, Runt-CBFb FRET
`CC1CCc2cc(F)ccc2N1C(=O)c1cccs1` (stereo not given) reads -11, 0.4, -10, 0.7, 4, -6, 47, -0.5, 0
`NC(=O)CN1CCN(S(=O)(=O)c2ccc(Br)cc2)CC1` reads 31, 0.8, 1, 0.0, 9, -2, 2, -0.2, 0

Carrying on.
SMILES	Hck-Nef inh	PERK inhibitor	Runt-SMMHC FRET	zVAD death inh	PGE2 EP2 inh	RBBP9 inhibitor	EP2 modulator	TNF death inh	Runt-CBFb FRET
CCc1ccc(CNC(=O)C2CCC(=O)N2C2CCCCC2)cc1 (stereo not given)	5	-0.3	-2	0.1	7	-12	6	-0.1	0
CC1(C)CC(=O)C(C=Nc2ccc3c(c2)OCO3)=C(O)C1	2	0.1	1	-0.4	21	-11	-6	-3.0	3
COc1ccc(/C=C/C(=O)NC(CCSC)C(=O)O)cc1 (stereo not given)	18	1.1	2	2.8	9	-6	29	2.2	-1
COc1ccccc1CCc1nnc(CCC(=O)NC(C)Cc2cccnc2)o1 (stereo not given)	21	2.0	-5	2.6	5	6	16	0.5	0
CCN(CC)S(=O)(=O)c1cccc(N=NC2=C(O)CCCC2=O)c1	1	0.8	3	0.5	5	-8	4	-1.1	1
CCN(CC)c1ccc(NC(=O)CSc2nc3ccccc3c(=O)[nH]2)cc1	0	-0.7	2	0.1	12	-2	-5	-0.5	0
CC(C)CNc1nnnc2c1sc1nc(N3CCOCC3)c3c(c12)CCCC3	15	-0.2	1	1.1	11	-9	-1	-1.4	0
COc1ccccc1-n1c(C)nc2cc(C(=O)O)ccc21	3	-0.6	-1	-0.1	26	-5	18	1.4	2
O=C(CSc1nnc(COc2ccc(Br)cc2)o1)N1CCOCC1	24	0.5	.	5.3	10	-1	-22	0.1	.
Nc1cc(N)nc(SCc2nnnn2-c2ccc(Cl)cc2)n1	0	-0.1	-8	0.0	13&7	-1	-23&-7	0.7	-1

Assay outcomes (PubChem BioAssay)
